OX1R antag-1 = blocks the human orexin 1 receptor. O43613. OX1R-expressing cells, FRET antagonist read-out. inhibition, % at 6.6 µM. 1.8% of 330,000 active. AID 485270; in the data active = inhibition mostly above about 38%, no sharp cut-off; inactive = mostly below about 40%;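 note: 0% = agonist challenge alone and 100% = reference antagonist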
Target sequence (O43613 whole entry, looked up): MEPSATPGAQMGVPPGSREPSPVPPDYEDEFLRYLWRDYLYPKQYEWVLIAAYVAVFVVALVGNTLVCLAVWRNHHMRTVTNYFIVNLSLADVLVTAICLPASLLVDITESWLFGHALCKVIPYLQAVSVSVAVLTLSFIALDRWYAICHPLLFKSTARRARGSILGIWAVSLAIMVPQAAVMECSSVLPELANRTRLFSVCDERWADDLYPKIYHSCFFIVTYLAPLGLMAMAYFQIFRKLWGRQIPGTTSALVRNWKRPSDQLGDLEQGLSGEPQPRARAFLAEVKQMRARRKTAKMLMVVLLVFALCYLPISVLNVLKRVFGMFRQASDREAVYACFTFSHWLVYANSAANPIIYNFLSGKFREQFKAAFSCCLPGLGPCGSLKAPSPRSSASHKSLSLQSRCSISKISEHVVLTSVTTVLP
OX1R antag-2 = human HCRTR1 antagonism | AID 434989 | CHO/OX1R cells, Fluo-8 calcium fluorescence, orexin A | O43613 | 0.43% of 330,000 active | inhibition, % at 5 µM;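 active = inhibition above its plate's threshold, mean inhibition of all tested compounds on the plate plus 3 SD, cut at about 37% in these data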;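 note: 0% = orexin A challenge wells and 100% = SB-334867-A antagonist wells; not every result past the cut was called active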
* hit, by the source's call.

smiles	OX1R antag-1	OX1R antag-2
O=c1c2cccc3c2c(nn1CN1CCOCC1)-c1ccccc1-3	71.1*	-0.2
COc1ccc(CCNCc2ccc(OCc3ccc(Cl)nc3)c(OC)c2)cc1OC	0.7	-31.0
Cc1nc2cc(NC(=O)N3CCCCC3)ccc2n1C	30.4	4.9
CC(C)(C)NC(=O)COC(=O)c1snc(C(=O)NC2CCCCC2)c1N	53.5	26.1
COc1ccc(NC(=O)N2CCN(C(=O)c3ccco3)CC2)c(OC)c1	3.8	9.9
CCN1CCN(CCCN(Cc2ccco2)C(=S)Nc2ccc(Cl)c(C)c2)CC1	18.5	-15.3
COc1ccc(NC(=O)N(C)C[C@H]2Oc3ccc(NC(=O)CCN4CCOCC4)cc3C(=O)N([C@H](C)CO)C[C@@H]2C)cc1	5.1	6.2
O=C(O)CCN=C1CCCc2ccccc2N1	10.8	-4.7
CCc1ccc2nc(Nc3ncc(C(C)=O)c(C)n3)nc(C)c2c1	7.8	-29.3
O=C1c2cccnc2C(=O)N1Cc1ccc(S(=O)(=O)N2CCN(c3ccccc3)CC2)cc1	2.5	-9.2
COc1cccc(/C=C(/CC(=O)Nc2ccc(N3CCOCC3)cc2)c2nc3ccccc3s2)c1	13.7	-36.7
COc1cccc2cc(C(=O)Nc3ccc(F)cc3)c(=Nc3ccc(C(=O)O)cc3)oc12	7.4	10.1
CCc1ccc(Nc2nc(C)cc(C)c2C(N)=O)cc1	-3.4	-6.1
CCc1cccc(NC(=O)C2CCCN2C(=O)Nc2ccc(C)cc2)c1 (centres undefined)	13.6	-11.1
CN(C)c1ccc(C(=O)NCCCSc2ccccc2)cc1	11.7	-6.7
COc1cccc(-c2noc(-c3cccs3)n2)c1	31.3	-2.3
O=C1CCCC(=O)C1=C1SCCS1	14.5	-1.4
Cc1ccc(N/C=C/C(=O)c2sc(-c3ccccc3)nc2C)cc1	19.7	-6.8
Cc1ccc(CNC(=O)C(OC(=O)c2cccs2)C(C)C)cc1 (centres undefined)	8.2	-11.6
Cc1nnc(SCc2c(Cl)cccc2Cl)n(N)c1=O	10.8	-13.5

Three entries picked at random from those above, as already listed:
smiles	OX1R antag-1	OX1R antag-2
COc1cccc(-c2noc(-c3cccs3)n2)c1	31.3	-2.3
CCc1cccc(NC(=O)C2CCCN2C(=O)Nc2ccc(C)cc2)c1 (centres undefined)	13.6	-11.1
COc1cccc2cc(C(=O)Nc3ccc(F)cc3)c(=Nc3ccc(C(=O)O)cc3)oc12	7.4	10.1

A stretch of the results above, for reference:
smiles	OX1R antag-1	OX1R antag-2
O=c1c2cccc3c2c(nn1CN1CCOCC1)-c1ccccc1-3	71.1*	-0.2
COc1ccc(CCNCc2ccc(OCc3ccc(Cl)nc3)c(OC)c2)cc1OC	0.7	-31.0
Cc1nc2cc(NC(=O)N3CCCCC3)ccc2n1C	30.4	4.9
CC(C)(C)NC(=O)COC(=O)c1snc(C(=O)NC2CCCCC2)c1N	53.5	26.1

Other compounds
smiles	OX1R antag-1	OX1R antag-2
O=S(=O)(Nc1nc2ccccc2nc1Nc1ccc2c(c1)OCO2)c1ccc(F)cc1	16.4	-0.5
CN(C)S(=O)(=O)N1CCN(c2ccccc2)CC1	7.5	4.2
C[C@@H]1COC(=O)[C@H](Cc2ccc(F)cc2)C/C=C\C[C@@H](CC(=O)NCCO)C(=O)N1	1.0	-10.4
CCc1noc(C)c1C(=O)N(C)CC(=O)Nc1ccccc1C(F)(F)F	7.2	-15.0
FC(F)c1nnc2ccc(Cl)nn12	4.0	9.8
CCOC(=O)C[C@H]1c2ccccc2S(=O)(=O)N1Cc1cc(OC)c(OC)c(OC)c1	13.4	-28.7
CCCN(C(=O)c1cccs1)c1c(N)n(Cc2ccccc2)c(=O)[nH]c1=O	1.9	-14.8
C/C(=N/OC(=O)C1CC1)c1cc(-c2ccc(Cl)cc2)no1	21.7	-16.0
O=C(NC1CCCCCC1)c1ccco1	3.2	-20.3
COc1ccc(C2C(=O)c3ccccc3C2=O)cc1	9.7	-9.1
CC1CCc2cc(F)ccc2N1C(=O)CSc1nnc2c(n1)[nH]c1ccc(F)cc12 (centres undefined)	1.6	-9.6
COCCCNC(=O)C1CCC(CNS(=O)(=O)c2ccc(OC)cc2)CC1 (centres undefined)	11.0	-15.3
COc1ccc(CN(C)CC(=O)Nc2c(C)cccc2C)c(OC)c1	-1.2	2.0
CC(C)CCn1c(N2CCCC2)nc2c1c(=O)n(C)c(=O)n2C	7.8	-14.6
COc1ccc(CCNC(=O)c2cc(-c3ccc4c(c3)OCO4)on2)cc1OC	11.3	-31.0
COc1ccc(C(=O)CSc2nnc(NC(=O)C3CC(=O)N(c4ccccc4)C3)s2)cc1 (centres undefined)	9.5	15.5
O=C(Nn1cnnc1)c1ccc(OC(F)(F)C(F)C(F)(F)F)cc1 (centres undefined)	1.9	-6.2
O=C(CSc1nnc(-c2ccco2)o1)c1ccc(F)c(F)c1	10.7	-24.9
Brc1ccccc1/C=N/Nc1ccccn1	14.8	-2.3
N#C/C(=N\Nc1c(Cl)cccc1Cl)C(=O)NN	20.9	-16.6
CCN(CC)CCNC(=O)Cn1c(C)cc2ccccc2c1=O	19.6	-12.3
COc1ccc(CCNC(=O)C2CCN(S(=O)(=O)c3cccc4nonc34)CC2)cc1OC	31.0	-5.0
Cc1cc(C)n(CCNC(=O)C2CCC(=O)N(Cc3ccc(Cl)cc3)C2)n1 (centres undefined)	4.6	-16.2
NC1=NC(=Nc2cccc(S(N)(=O)=O)c2)c2ccccc21	19.1	0.0
CCOc1ccc(NC(=S)N(CCOC)C2CCN(C(C)C)CC2)cc1	-1.1	-22.3
COC(=O)\C(C(C)=O)=C(/C=C/C=C/N(C)C)N(C)C	10.4	-40.8
Cn1nc(CSc2ccccc2)c(C=O)c1Cl	34.2	-16.9
CN(C(=O)CSc1ccncc1)C1CCCN(Cc2ccccc2F)C1 (centres undefined)	6.7	-10.2
c1cc2c3c(cccc3c1)NC1(CCC3(CC1)Nc1cccc4cccc(c14)N3)N2	-4.7	22.4
COc1ccc(CC2(CO)CCN(Cc3ccncc3)CC2)cc1	24.4	-17.0
COc1ccc(NC(=O)c2ccc(=O)oc2)cc1	5.0	-17.9
COc1ccc(N=C2C(=Nc3ccc(OC)cc3)N(c3ccc(OC)cc3)C(=S)N2c2ccccc2)cc1	-1.2	-17.5
Cc1ccc(S(=O)(=O)N2CCN(C(=O)c3ccnn3C)CC2)cc1C	7.0	-8.8
O=[N+]([O-])c1ccc2c(c1)nnn2-c1ccccc1	24.5	-4.5
CN1CCN(NC(=O)c2cccc(Br)c2)CC1	-6.5	-7.1
CC1CCCC(C)N1C(=O)COc1ccccc1F (centres undefined)	21.6	-6.5
Nc1c(N(Cc2ccco2)C(=O)COc2ccccc2)c(=O)[nH]c(=O)n1Cc1ccccc1	4.3	-15.7
CSCCC(NC(=O)c1occc1C)C(=O)O (centres undefined)	2.2	14.2
CS(=O)(=O)Nc1ccc(C2=NN(S(C)(=O)=O)C(c3ccc4nccnc4c3)C2)cc1 (centres undefined)	7.0	-0.2
COC(=O)c1cccc(C23CC4(C2)[C@H](CN(Cc2ccc(C(F)(F)F)cc2)[C@@H]4c2ccccc2)C3c2ccc(C(F)(F)F)cc2)c1 (some centres undefined)	17.1	-9.7

Arranged by SMILES length (high to low): part of the list above
smiles	OX1R antag-1	OX1R antag-2
COC(=O)c1cccc(C23CC4(C2)[C@H](CN(Cc2ccc(C(F)(F)F)cc2)[C@@H]4c2ccccc2)C3c2ccc(C(F)(F)F)cc2)c1 (some centres undefined)	17.1	-9.7
c1cc2c3c(cccc3c1)NC1(CCC3(CC1)Nc1cccc4cccc(c14)N3)N2	-4.7	22.4
COc1ccc(NC(=O)c2ccc(=O)oc2)cc1	5.0	-17.9
CN1CCN(NC(=O)c2cccc(Br)c2)CC1	-6.5	-7.1
CC1CCCC(C)N1C(=O)COc1ccccc1F (centres undefined)	21.6	-6.5
Cn1nc(CSc2ccccc2)c(C=O)c1Cl	34.2	-16.9

Going on with the list:
smiles	OX1R antag-1	OX1R antag-2
C[C@@H]1COC(=O)[C@H](CC(=O)OC(C)(C)C)C/C=C\C[C@H](CC(=O)N(CCO)Cc2ccccc2)C(=O)N1	-2.5	-13.4
CCc1cccc(OCCCN2C(=O)NC(C)(C)C2=O)c1	5.8	-9.8
Cc1cc(C2=NNC(=NC3CC3)SC2)c(C)n1-c1c(C)n(C)n(-c2ccccc2)c1=O	17.8	-4.0
CCOC(=O)N=S(=O)(Oc1ccc([N+](=O)[O-])cc1)c1ccc(Cl)cc1 (centres undefined)	14.9	-22.3
CCC(CC)c1nnc(NC(=O)CS(=O)(=O)c2ccccc2)s1	9.8	-2.9
COc1ccc(/C=N/n2c(-c3n[nH]c4c3CCC4)n[nH]c2=S)cc1	9.2	-13.3
O=C(O)CC1SC(=O)N(Cc2ccccc2)C1=O (centres undefined)	9.7	0.6
COc1cccc(N2C(=O)CC(N3CCC(c4nc5ccccc5[nH]4)CC3)C2=O)c1 (centres undefined)	14.9	-32.3
Cn1c(=O)c2c(nc(CN3CCC(C(N)=O)CC3)n2Cc2c(Cl)cccc2Cl)n(C)c1=O	-0.8	-10.5
CC(=O)N1CCN(C(=O)COC(=O)COc2ccc(C#N)cc2)CC1	8.0	-8.1
CCn1cc(CN2CCC(C(=O)Nc3cccc(-c4cscn4)c3)CC2)cn1	22.5	-14.4
N#CCN1C(=O)NC2(CCCc3sccc32)C1=O (centres undefined)	5.5	-3.3
CC(C)(C)c1ccc(-c2noc(C(=O)NN)n2)cc1	1.1	-3.8
Cn1c(CCNC(=O)c2ccccc2F)nnc1SCc1nc2ccccc2c(=O)[nH]1	2.7	-12.6
Cc1cc2ncn(C3CC(=O)N(C)C3=O)c2cc1C (centres undefined)	10.6	-6.6
O=C(Cn1c(NCCO)nc2ccccc21)c1ccc(Cl)cc1Cl	-5.4	-20.8
O=C(NC1CCCC1)C1CCCN1C(=O)Nc1ccccc1 (centres undefined)	10.9	-13.2
Cc1cc(C)n(-c2cc(N3CCN(C(=O)c4ccccc4C)CC3)ccc2[N+](=O)[O-])n1	14.8	-19.5
CCOC(=O)C1CCCC(NS(=O)(=O)c2ccc(NC(C)=O)cc2)C1 (centres undefined)	9.4	-18.6
Cc1cc(NC(=O)C2CC(=O)N(c3ccccc3C)C2)no1 (centres undefined)	5.6	-3.5
Cc1nc(N2CCN(C(=O)c3ccco3)CC2)c2c3c(sc2n1)CCCC3	10.4	-5.7
CN(C)c1nc(N(C)C)n(C(=O)c2cccs2)n1	17.5	-11.6
CC(=O)Nc1cccc(C(=O)OC(C)C(=O)N2CCc3ccccc32)c1 (centres undefined)	13.0	-27.0
CC(=O)c1ccc(S(=O)(=O)Nc2cccc(-c3cn4c(n3)SCC4)c2)cc1	3.9	-10.9
N#Cc1c(SCc2cccc(Cl)c2)sc(C(=O)c2ccccc2)c1N	36.9	-5.8
Cc1ccc(NC(=O)Cc2nnc(SCC(=O)c3ccc(Br)cc3)n2C)cc1Cl	2.5	-12.5
COc1cccc(-c2cc(C(F)(F)F)n3ncc(C(=O)O)c3n2)c1	51.0*	-24.4
COC(=O)Cc1ccc(NC(=S)N2CCN(c3cc(Cl)ccc3C)CC2)cc1	28.7	3.5
NS(=O)(=O)c1ccc(NC(=O)COc2ccc(S(=O)(=O)N3CCCC3)cc2)cc1	15.5	-18.0
CCOc1ccccc1CNC(c1ccccc1)c1ccccc1	1.5	-59.4
CCN(CC)S(=O)(=O)c1cc(NC(=O)C2CC(=O)N(Cc3ccccc3)C2)ccc1Cl (centres undefined)	-1.7	-16.1
Cc1sc2ncnc(N3CCC(C(=O)NNC(=O)COc4ccc(Br)cc4)CC3)c2c1C	62.6*	-0.1
COc1ccc(CNC(=O)C2CCN(S(=O)(=O)c3ccc4c(c3)NC(=O)CO4)CC2)cc1	11.7	-25.8
CCOc1ccc(N2C(=O)/C(=C/c3ccccc3OCC(=O)OC)N(CC(=O)OC)C2=S)cc1	16.5	-27.2
COc1ccc(NC(=O)Nc2cc(C(=O)O)ccc2N2CC3CC(C2)c2cccc(=O)n2C3)c(OC)c1 (centres undefined)	6.2	-13.7
CCN1CCN(Cc2ccc(NC(=O)c3cc(NC(=O)c4cc(-c5ccc(OC)cc5)n[nH]4)cc(OC)c3)cc2C(F)(F)F)CC1	30.4	-10.1

Compound profiles, from the list above:
Profile of COc1ccc(CNC(=O)C2CCN(S(=O)(=O)c3ccc4c(c3)NC(=O)CO4)CC2)cc1 = OX1R antag-1: 11.7; OX1R antag-2: -25.8
Profile of CCN(CC)S(=O)(=O)c1cc(NC(=O)C2CC(=O)N(Cc3ccccc3)C2)ccc1Cl (centres undefined) = OX1R antag-1: -1.7; OX1R antag-2: -16.1
